# Assay outcomes (PubChem)
# OX1R antag: blocks the human orexin 1 receptor | O43613 | OX1R-expressing cells, FRET antagonist read-out | inhibition, % at 6.6 µM | 330,000 compounds, 1.8% hits | AID 485270; in the data active means inhibition mostly above about 38%, no sharp cut-off; inactive means mostly below about 40%;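 further: 0% = agonist challenge alone and 100% = reference antagonist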
# Target sequence (O43613 whole entry, looked up): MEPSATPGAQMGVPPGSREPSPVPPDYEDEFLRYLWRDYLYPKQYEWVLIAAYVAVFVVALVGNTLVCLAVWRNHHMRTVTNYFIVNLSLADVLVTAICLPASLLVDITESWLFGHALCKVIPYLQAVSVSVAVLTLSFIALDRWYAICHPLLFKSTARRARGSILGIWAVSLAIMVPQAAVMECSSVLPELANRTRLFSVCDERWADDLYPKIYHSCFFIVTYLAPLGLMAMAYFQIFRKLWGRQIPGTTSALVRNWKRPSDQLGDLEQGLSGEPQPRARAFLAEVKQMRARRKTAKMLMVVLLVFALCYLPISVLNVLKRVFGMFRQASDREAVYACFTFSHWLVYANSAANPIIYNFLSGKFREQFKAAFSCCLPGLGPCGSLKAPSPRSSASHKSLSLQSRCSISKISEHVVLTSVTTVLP
# STK33 inh: inhibitors of human STK33 kinase; purified STK33, MBP phosphorylation, ADP-Glo luminescence; inhibition, % at 10 µM; 320,000 compounds, 0.073% hits; AID 2661; Q9BYT3;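 active means inhibition at or above 25%, using the most active replicate where run in duplicate; inactive means inhibition below 25%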
# Target sequence (Q9BYT3 whole entry, looked up): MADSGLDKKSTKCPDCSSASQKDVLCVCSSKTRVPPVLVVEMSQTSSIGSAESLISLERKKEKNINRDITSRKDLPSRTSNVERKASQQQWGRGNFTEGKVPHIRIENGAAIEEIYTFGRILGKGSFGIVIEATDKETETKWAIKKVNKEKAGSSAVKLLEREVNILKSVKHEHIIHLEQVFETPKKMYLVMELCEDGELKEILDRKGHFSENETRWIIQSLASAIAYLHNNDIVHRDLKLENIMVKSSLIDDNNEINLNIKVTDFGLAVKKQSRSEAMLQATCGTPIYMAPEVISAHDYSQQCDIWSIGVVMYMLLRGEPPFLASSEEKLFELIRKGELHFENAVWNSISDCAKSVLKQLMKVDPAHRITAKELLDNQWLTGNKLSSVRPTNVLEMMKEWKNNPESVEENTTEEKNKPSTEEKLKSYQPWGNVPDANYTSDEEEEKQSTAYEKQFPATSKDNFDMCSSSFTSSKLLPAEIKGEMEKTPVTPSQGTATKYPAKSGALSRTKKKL
# * = called active by the depositor; x = not tested or not shown.
molecule	STK33 inh	OX1R antag
CCOC(=O)N1CCN(Cc2nc(-c3ccc(Cl)cc3)no2)CC1	0.3	20
O=C(CSc1nc2ccc(Cl)cc2[nH]1)NC1CCCC1	-1.0	34
COc1cc(CNC(C)(C)C)cc(Br)c1OCc1cccs1	-0.7	-8
Cc1ccc(S(=O)(=O)N2CCN(CC(=O)NC3CCCc4ccccc43)CC2)cc1C (configuration not stated)	-0.2	4
CCc1ccccc1NS(=O)(=O)c1ccc(OC)c2ncccc12	-0.3	10
Cc1onc(-c2ccccc2Cl)c1C(=O)N1CC(C)CC(C)C1 (configuration not stated)	-1.3	25
c1ccc(CCn2nnnc2C(c2cccs2)N2CCN(Cc3ccc4c(c3)OCO4)CC2)cc1 (configuration not stated)	-1.0	12
CCCCOC(=O)CSc1nc2c(c(=O)[nH]c(=O)n2C)n1C/C=C(\C)Cl	-0.3	3
COc1ccc(NC(=O)CC(c2ccccc2)c2ccco2)cc1 (configuration not stated)	1.3	3
COC(=O)CSc1nc(Cc2ccccc2)nc2ccccc12	-0.2	22
O=c1c([N+](=O)[O-])c(N2CCOCC2)c2ccccc2n1-c1ccccc1	-0.9	11
CC(C)c1ccc2oc(=O)cc(CN3CCN(c4ccccc4)CC3)c2c1	0.1	28
CC[N+](CC)(CC)CC(=O)Nc1ccc(SC(F)F)cc1	1.9	6
Cc1ccc(C)c(OCCC(=O)NCCc2ccc(S(N)(=O)=O)cc2)c1	1.4	10
COc1ccc(CN2CCn3nc(C(=O)NC4CC4)cc3C2=O)cc1	0.1	-13
CCNS(=O)(=O)c1ccc(Br)c(C(=O)OC(C)C(=O)NCC2CCCCC2)c1 (configuration not stated)	-1.6	8
CCOc1cccc(N2C(=O)CC(NNC(=O)c3ccc(Br)o3)C2=O)c1 (configuration not stated)	-0.9	22
COc1ccc(C)cc1S(=O)(=O)N1CCC2(CC1)OCCN2S(=O)(=O)c1ccccc1	-0.6	9
CCOc1ccc(N/C(SC)=C(/C#N)C(N)=O)cc1	0.5	2
O=C(O)CC1=C(O)C(=O)N(c2ccccc2)C1c1ccc(Br)cc1 (configuration not stated)	-0.1	14
O=C(CCSCCc1ccccn1)Nc1c(F)c(F)c(F)c(F)c1F	-1.0	6
CC(C)c1ccc2oc(=O)cc(CN3CCN(c4ccc(F)cc4)CC3)c2c1	4.4	13
O=C(c1ccc(C(F)(F)F)cc1)C1CCCN(Cc2cccn2-c2ncccn2)C1 (configuration not stated)	0.6	31
CCOc1ccc(C(=O)CCC(=O)NNC(=O)c2ccncc2)cc1	-0.7	6
O=C(Nc1ccc2c(c1)CCCN2C(=O)c1cccs1)c1c(F)cccc1Cl	1.7	14
CCOc1ccc(C(CC(=O)O)NC(=O)COc2ccccc2)cc1OC (configuration not stated)	-1.4	15
Cc1ccccc1NC(=S)NC(=O)c1cncc(Br)c1	-1.2	5
Cc1cc(C(=O)OCC(=O)NCc2ccccc2Cl)c(C)o1	-2.0	20
O=C(CN1CCCCC1)Nc1cccc(Cl)c1	0.9	15
Cc1c(C(=O)N(C)CCc2cnn(C)c2)oc2c(F)cccc12	0.0	10

# Two of these compounds in another layout.
# Values run as follows: STK33 inh	OX1R antag
COc1ccc(C)cc1S(=O)(=O)N1CCC2(CC1)OCCN2S(=O)(=O)c1ccccc1
  -0.6	9
CC[N+](CC)(CC)CC(=O)Nc1ccc(SC(F)F)cc1
  1.9	6

# Returning to the listing with the two entries that preceded the break.
molecule	STK33 inh	OX1R antag
O=C(CN1CCCCC1)Nc1cccc(Cl)c1	0.9	15
Cc1c(C(=O)N(C)CCc2cnn(C)c2)oc2c(F)cccc12	0.0	10
CC(C)CCNC(=O)C(c1ccc(O)cc1)N(Cc1ccco1)C(=O)CCC(=O)Nc1nccs1 (configuration not stated)	0.4	40
CCn1c(SCC(=O)Nc2ccc3c(c2)c2ccccc2n3CC)nnc1-c1ccco1	5.4	81*
COc1ccccc1CN1CC(C(=O)NCCc2ccc(C)o2)CCC1=O (configuration not stated)	-2.9	31
Cc1ccc2c(cnn2C(=O)CCC(=O)NCc2ccccc2Cl)c1	-1.1	0
Cc1cccc(N=C/C(C(=O)C(F)(F)F)=C(\O)c2ccco2)c1	-2.2	9
N#Cc1ccc(Oc2nc(Nc3ccc(F)cc3)nc(N3CCCC3)n2)cc1	-1.2	6
OCCN1CCN(Cc2cc(Br)cc(Br)c2O)CC1	-0.4	1
COc1ccc(-n2c(=S)[nH]c3cc(C(=O)NCCCN4CCCC4=O)ccc3c2=O)cc1OC	-2.9	11
CCOC(=O)c1c(C)[nH]c(C(=O)Cn2nnc(-c3ccc(Cl)cc3)n2)c1C	-1.2	8
OCCN1CCN(CC(O)COCc2ccc3c(c2)OCO3)CC1 (configuration not stated)	0.1	7
COc1ccc(NC(=O)C(C)N2c3cccc4cccc(c34)S2(=O)=O)c(OC)c1 (configuration not stated)	-0.2	34
COc1ccc(CCC(=O)NC2=NCCS2)cc1OC	-3.9	2
N#CCCN(CCC#N)C(=O)C1c2ccccc2Oc2ccccc21	0.1	2
O=C(Cn1cnc2c(nnn2Cc2ccccc2)c1=O)N1CCN(c2ccccc2)CC1	0.7	-6
CCc1ccc(N2C(=O)CC(c3ccc(F)cc3)C3=C2COC3=O)cc1 (configuration not stated)	-1.6	19
Cc1ccc(CNC(=O)C2c3ccccc3C(=O)N3CCc4ccccc4C23)o1 (configuration not stated)	1.7	10
COc1ccc(N=c2oc3ccc(OC)cc3cc2-c2nc3ccccc3[nH]2)cc1	-0.9	17
Cc1cc(CN(C)C(=O)c2cc(COc3ccc(C)c(C)c3)on2)on1	0.0	9
CCOc1ccc(NC(=O)CC2CC(C)(C)OC2=O)cc1 (configuration not stated)	0.7	23
CCN(CC)C(=O)C(=O)N/N=C/c1ccc(C(=O)O)cc1	-2.2	7
Fc1ccc(CNCc2cccc(Br)c2)cc1	-2.2	7
CS(=O)(=O)Nc1ccc(C2=NN(C(=O)c3ccco3)C(c3cccc(F)c3)C2)cc1 (configuration not stated)	3.4	13
COc1ccc(/C=C(/NC(=O)c2ccccc2)C(=O)N2CCCC2)cc1	-0.7	16
Cc1ccc(/C=C(\NC(=O)c2ccccc2)C(=O)NCCN2CCOCC2)o1	-0.5	10
Cc1onc(-c2ccccc2Cl)c1C(=O)NCCn1ccc2ccccc21	0.9	69*
COc1ccc(N(CC(=O)Nc2cccc(C(F)(F)F)c2)S(=O)(=O)c2c(C)[nH]c(=O)[nH]c2=O)cc1	-1.4	4
COc1cccc2sc(Nc3nnc(-c4ccc(F)cc4)o3)nc12	1.1	10
O=C(CSc1nc(-c2ccccc2)nc2c1CCCC2)N1CCOCC1	-0.3	26
CNc1oc(/C=C/c2ccccc2)nc1C#N	-1.7	20
O=C(c1ccco1)N1CCN(c2ncnc3c2cnn3-c2ccccc2)CC1	-1.4	6

# Look-ups from the entries so far:
# OX1R antag, CNc1oc(/C=C/c2ccccc2)nc1C#N : 20
# STK33 inh, CCc1ccc(N2C(=O)CC(c3ccc(F)cc3)C3=C2COC3=O)cc1 (configuration not stated) : -1.6
# OX1R antag, N#CCCN(CCC#N)C(=O)C1c2ccccc2Oc2ccccc21 : 2

# Next part
molecule	STK33 inh	OX1R antag
O=S(=O)(NC(=NC1CCCCC1)c1ccccc1)c1ccccc1	-1.3	23
O=C(COc1ccc(F)cc1)N1CCCc2ccccc21	0.5	8
CCCn1c(=S)[nH]c2cc(Cl)ccc21	-0.8	13
CC1(C)Oc2ccc3ccc(=O)oc3c2/C(=C/Nc2cccc(O)c2)C1=O	0.9	48
O=C(Oc1ccc2c(c1)OCC2=O)c1ccc(Cl)cc1	-1.4	1
Cc1ccc(NS(=O)(=O)c2ccc(CCC(=O)NC3CC3)cc2)cc1	1.1	9
CC(=NCCCn1ccnc1)c1c(-c2ccccc2)[nH]n(-c2nc3ccccc3s2)c1=O	0.9	8
COc1cccc(OC)c1-c1nn(-c2ncc(C(F)(F)F)cc2Cl)c(=O)o1	-1.4	9
O=S(=O)(c1ccccc1)[C@@]1(c2ccc(Br)cc2)C[C@@H]2ON=C(c3ccccc3)[C@@H]2C1	0.8	20
COc1ccc(C)cc1NC(=O)CSc1ccc(-c2ccco2)nn1	0.5	8
O=C(COc1ccccc1[N+](=O)[O-])Nc1ccc2c(c1)OCO2	-2.4	23
COC(=O)c1ccc(COc2ccc(F)cc2)o1	0.0	5
Cc1cc2cc(CNC(=O)C3CC3)ccc2n1C	1.1	18
CCOC(=O)c1c(NC(=O)c2cc(-c3ccc(O)cc3)on2)sc(C(C)=O)c1C	-1.0	6
COc1n[nH]c(C(=O)Nc2cc(F)ccc2C)c1[N+](=O)[O-]	-0.5	8
CN(C(=O)c1cccc(S(=O)(=O)N2CCCCC2)c1)C1CCS(=O)(=O)C1 (configuration not stated)	-0.6	18
CC(=O)c1cccc(NC(=O)N2CCCC2C(=O)Nc2cccc(C)c2)c1 (configuration not stated)	0.2	4
CCc1ccc(/C(C)=N/NC(=O)c2ccccn2)cc1	-0.7	9
CCCCC(=O)NC1=C(C(=O)OC)SCC1	-1.2	7
COc1ccc(S(=O)(=O)N2CCCCC2)cc1NC(=O)CN1CCN(C(C)=O)CC1	0.4	12
CCc1nonc1NC(=O)c1oc2ccc(Cl)cc2c1C	x	8
COc1ccc(-n2nc3c(c2NC(=O)c2cc4ccccc4o2)CS(=O)(=O)C3)cc1	-2.0	22
CCN(CC)c1ccc(NC(=O)/C=C/c2cc(Br)ccc2OC)cc1	0.1	50*
CC(C)OCCCNC(=O)c1cccs1	0.3	8
O=C(CCC(=O)N1CCOCC1)Nc1ccc(Cl)c(Cl)c1	1.2	2
O=C(Nc1ccc(NS(=O)(=O)c2ccc([N+](=O)[O-])cc2)cc1)c1ccco1	0.1	20
O=S1(=O)CC2SC(=S)N(c3ccccc3)C2C1 (configuration not stated)	-2.0	0
CC(C)N(C)C1CCN(C(=O)Nc2ccc(Cl)c(Cl)c2)CC1	-5.5	7
COc1ccc2nc(N3CCCC(O)C3)c(C#N)cc2c1 (configuration not stated)	0.1	44
CC1CCN(C(=O)CSc2nnc(CSc3ncccn3)n2C)CC1	-1.6	9
O=C(O)c1ccc(NCCc2ccc(Cl)cc2)c([N+](=O)[O-])c1	-1.3	49
CCOc1cccc(-c2c(C(=O)N/N=C/c3ccco3)nnn2-c2nonc2N)c1	-0.1	10
COc1ccc(C(=O)OCC(=O)N2CCCCCC2)cc1S(=O)(=O)N1CCOCC1	-0.9	5
CCN(C(=O)COC(=O)c1ccccc1SCC(=O)N1CCCC1)C1CCS(=O)(=O)C1 (configuration not stated)	-1.2	13
CCc1ccc(NC(=O)N(CCCOC(C)C)C2CCN(C(C)=O)CC2)cc1	-1.7	16
COc1cccc(OCCNc2ccc([N+](=O)[O-])cn2)c1	-0.6	6
Cc1cccc(NC(=O)CSc2nccn2C)c1	-3.8	25
S=C(Nc1ccccc1Cl)NC1CCCCCC1	1.2	23
COC(=O)c1cc(NC(=O)CSc2nnc(CN3CCOCC3)n2C)ccc1Cl	-2.9	28
CCOc1ccc2oc(C(=O)N(CC)CC(=O)Nc3ccc(NC(C)=O)cc3)c(C)c2c1	6.2	6
COc1ccc(Cc2nnc(SC)[nH]c2=O)cc1OC	-0.4	11
COC1=CC(=Cc2c(N)n3nc(CC(=O)N4CCOCC4)sc3nc2=O)C=C(OC)C1=O	-0.3	14
CC(C)c1nc(NCCO)c2nnn(Cc3ccccc3)c2n1	x	5
Cc1ccc(CS(=O)(=O)c2ccc(C(=O)N3CCN(c4ccccn4)CC3)cc2[N+](=O)[O-])cc1	0.2	9
Cc1cc(C(=O)N/N=C/c2cc(Br)cc(Br)c2OC(=O)c2ccccc2)n[nH]1	-1.6	12
CN(C)C(=O)COc1ccc2c3c(c(=O)oc2c1)CCCC3	-0.1	3
CCNC(=S)NS(=O)(=O)c1ccc(C)cc1	-1.6	15
C=CCO/N=C/C1=C(O)C(C(=O)OC)C(C)(C)CC1=O (configuration not stated)	0.7	22
CCCC(c1nnnn1Cc1ccco1)N1CCN(C(=O)c2ccco2)CC1 (configuration not stated)	-0.3	6
COc1cc(/C=N/NC(=O)c2cc(C)oc2C)ccc1OCc1ccccc1	0.6	18
CSc1nnc(C)c(=O)n1COC(=O)COc1ccccc1F	-0.7	9
CN(CC(=O)Nc1ccccc1Br)C(=O)CN1CCN(Cc2cccc(Cl)c2)CC1	x	8
CCOc1cc(C(=O)OCc2ccc(C(=O)OC)o2)cc(Br)c1OC	-0.7	14
Cc1nnc(SCC(=O)NCc2ccccc2)s1	-1.1	19
COc1ccc(C(=O)Nc2c(O)ccc3ccccc23)cc1OC	-0.3	21
CC1CCN(C(=S)c2ccc([N+](=O)[O-])cc2)CC1	0.7	29
COc1ccc(C(=O)NNC(=O)c2ccncc2)cc1	0.1	6
Cc1ccnc(SCc2cc(=O)c(OC(=O)c3ccco3)co2)n1	-0.8	15
CN1C(=O)/C(=C/c2ccc(C(F)(F)F)cc2)Sc2ccc(C(=O)N3CCN(c4ccccn4)CC3)cc21	-2.1	-6
CCOC(=O)Cc1csc(NC(=O)/C=C/c2cccc(Br)c2)n1	0.1	21
Cc1nn(-c2ccccc2)c(C)c1-c1nnc(C(F)(F)F)o1	-0.4	-1
C=CCn1c(NC)cc(=O)n(C)c1=O	-4.3	19

# 4 compounds out of the list, ordered by count of non-hydrogen atoms, low to high:
molecule	STK33 inh	OX1R antag
CN(C)C(=O)COc1ccc2c3c(c(=O)oc2c1)CCCC3	-0.1	3
COc1ccc(C(=O)Nc2c(O)ccc3ccccc23)cc1OC	-0.3	21
CCOc1cc(C(=O)OCc2ccc(C(=O)OC)o2)cc(Br)c1OC	-0.7	14
COc1ccc(C(=O)OCC(=O)N2CCCCCC2)cc1S(=O)(=O)N1CCOCC1	-0.9	5
